Source: PubChem BioAssay
GPR55 antagonists: GPR55 antagonists blocking LPI-driven arrestin recruitment, primary screen, imaging, U2OS, beta-arrestin-GFP, LPI agonist (AID 2013). one-dose inhibition, % at 10 µM; IC50 in µM for titrated hits. 290,000 tested, 0.13% active. U2OS GPR55 beta-arrestin-GFP translocation imaging, LPI antagonism; higher % means a stronger effect;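 active means spots per cell inhibited over 60%, with over 100 cells counted and total cytoplasm intensity under 500,000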;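 further: U2OS cells stably carrying GPR55 and arrestin-GFP stimulated by 5 µM LPI near EC80; imaged beta-arrestin-GFP aggregate spots per cell after agonist stimulation; plate controls were LPI-stimulated DMSO wells for no effect and DMSO wells without LPI for full effect; some results filed as inactive read as strong as hits; confirmed hits need IC50 under 10 µM and bright autofluorescent wells are also inconclusive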
Yfh1-depleted yeast: mitochondrial function rescue without frataxin homolog – Friedreich's ataxia, plus single-dose screen, dose response (AID 1465); S. cerevisiae Yfh1-off respiration, WST-1 reduction, 72 h; higher fold induction means a stronger effect; fold induction at 50 µM, or EC50 in µM where a hit was titrated; 220,000 tested, 0.074% active;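 active means fold induction of absorbance versus untreated yeast above a set limit, then at least 30% activation at any dose in follow-up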;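 further: activators that raise dye reduction in frataxin-depleted yeast; strong numbers were not always called active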
Rac1 GTP hydrolysis: MgcRacGAP GTPase-activating activity inhibitors, confirmation, biochemical, ADP Hunter fluorescence; MgcRacGAP-stimulated Rac1 GTP hydrolysis, ADP Hunter fluorescence; higher % means a stronger effect; GST-tagged Rac1 F28L mutant substrate; one-dose inhibition, % at 30 µM; IC50 in µM for titrated hits; 340,000 tested, 0.6% active;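 active means first-screen hits whose inhibition reached a set limit at any dose in the follow-up dose series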;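 further: fluorescence reports GDP produced by GAP-driven GTP hydrolysis; strong numbers were not always called active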
SV40 large T antigen: SV40 large T antigen inhibitors, biochemical (AID 1903); SV40 large T antigen ATPase/helicase inhibition assay; higher % means a stronger effect; 310,000 tested, 0.39% active; one-dose inhibition, % at 20 µM; IC50 in µM for titrated hits; in the data active means a potency from the dose series; further: strong numbers were not always called active
Dengue-2 NS5 capping: flavivirus cap methylation enzyme inhibition – biochemical, confirmation dose response, primary screen (AID 588689). inhibition, % at 25 µM; hits with a dose series show IC50 in µM. Dengue-2 NS5 methyltransferase capping enzyme assay, biochemical; higher % means a stronger effect. 340,000 tested, 0.3% active; in the data active means a potency from the dose series
AID2073: inhibitors of Mint1-CaV2.2 protein interaction, biochemical, HTRF (AID 2073). 290,000 tested, 0.19% active. HTRF protein-protein interaction, Mint1-CaV2.2; higher % means a stronger effect. inhibition, % at 20 µM; hits with a dose series show IC50 in µM; in the data active means inhibition mostly above about 51%, no sharp cut-off; further: some results filed as inactive read as strong as hits
NTR1 agonist: agonists of NTR1, primary screen, imaging, U2OS cells, beta-arrestin-GFP, high content (AID 493036) | P30989 | NTR1-U2OS beta-arrestin-GFP spot imaging, agonist mode | activation, % at 20 µM | 330,000 tested, 0.17% active;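 active means activation at or above 40% of the spot to cytoplasm intensity ratio, with at least 20 cells analyzed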;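 further: 0% = DMSO without peptide and 100% = 100 nM NTR1 peptide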
Target sequence (P30989 whole entry, looked up): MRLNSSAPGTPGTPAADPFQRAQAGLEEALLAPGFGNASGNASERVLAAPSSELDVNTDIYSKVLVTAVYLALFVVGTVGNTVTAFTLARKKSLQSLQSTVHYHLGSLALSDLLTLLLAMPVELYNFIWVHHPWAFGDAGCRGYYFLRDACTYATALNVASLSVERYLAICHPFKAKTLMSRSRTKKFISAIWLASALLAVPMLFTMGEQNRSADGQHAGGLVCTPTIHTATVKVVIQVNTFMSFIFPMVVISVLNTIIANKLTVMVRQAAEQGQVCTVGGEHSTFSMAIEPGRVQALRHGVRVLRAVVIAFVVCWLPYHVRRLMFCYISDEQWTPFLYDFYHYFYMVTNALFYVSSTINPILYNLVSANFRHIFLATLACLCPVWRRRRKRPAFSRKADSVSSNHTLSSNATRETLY
GPR55 beta-arrestin: GPR55 agonists via beta-arrestin recruitment, primary screen, imaging, U2OS cells, beta-arrestin-GFP redistribution (AID 1961) | U2OS GPR55 beta-arrestin-GFP redistribution imaging; higher % means a stronger effect | activation, % at 10 µM; hits with a dose series show EC50 in µM | 290,000 tested, 0.048% active;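 active means activation above 40% with more than 50 cells counted in the well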;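 further: U2OS osteosarcoma cells stably expressing GPR55 and beta-arrestin-GFP; plate controls were DMSO negative control for no effect and LPI positive control for full effect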
GPR35 arrestin U2OS: GPR35 antagonists blocking zaprinast-driven arrestin recruitment, primary screen, imaging, U2OS, beta-arrestin-GFP, zaprinast agonist (AID 2058) | inhibition, % at 10 µM, or IC50 in µM where a hit was titrated | 290,000 tested, 0.052% active | U2OS GPR35 beta-arrestin-GFP translocation imaging, zaprinast antagonism; higher % means a stronger effect;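 active means inhibition of at least 50% with at least 30 cells and total cytoplasm GFP at most 10,000,000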
NTR1 agonist cell count 20 µM: second read-out of NTR1 agonist, no call of its own (marks repeat the call); cell count; measured here: cell count, cytotoxicity flag
Dengue-2 NS5 capping pilot replicate: also measured in Dengue-2 NS5 capping; calls as there; inhibition, %; measured here: pilot screen replicate inhibition
* hit, by the source's call; i = inactive; . = not tested or not shown.

SMILES | GPR55 antagonists | Yfh1-depleted yeast | Rac1 GTP hydrolysis | SV40 large T antigen | Dengue-2 NS5 capping | AID2073 | NTR1 agonist | NTR1 agonist cell count 20 µM | GPR55 beta-arrestin | GPR35 arrestin U2OS | others
CCOc1ccc(CCNC(=O)Cn2ccc3ccccc3c2=O)cc1OCC | -4% | i | -2% | 3% | -5% | 5% | 0.0 | 66 | 0.5% | 5%
COCCNC(=O)/C(C#N)=C/c1ccc(C)o1 | 4% | i | . | 5% | . | 3% | -0.1 | 96 | -0.1% | -15%
NNc1nc2ccccc2c(=O)n1Cc1ccccc1 | 0% | . | 6% | 8% | -17% | -18% | 1.0 | 67 | 0.5% | 12%
O=C(Nc1ccc2oc(-c3ccccc3)nc2c1)c1cc(-n2cnnc2)ccc1Cl | -4% | i | 5% | -1% | 7% | 24% | 2.9 | 36 | -0.6% | -1%
CC(=O)Nc1ccc(C#Cc2ccc(NC(C)=O)cc2)cc1 | -9% | i | 8% | -3% | -4% | -8% | 0.8 | 39 | -0.1% | 7%
CCn1c(SCC(=O)N(C)CC(=O)Nc2ccc(OC)cc2)nnc1-c1ccco1 | . | . | 4% | 4% | -4% | . | 0.2 | 63 | . | .
CCN1CCN(CC(O)COC(C)C)CC1 (stereo not drawn) | -6% | i | 6% | 2% | 1% | -2% | 1.2 | 57 | 0.1% | -5%
CCN(C(=O)c1cc(S(=O)(=O)N2CCCCC2)c[nH]1)c1ccc(OC)cc1 | 6% | . | 8% | . | -3% | -2% | 0.5 | 56 | -0.1% | -7%
CCc1ccccc1NC(=O)c1cc([N+](=O)[O-])ccc1N1CCOCC1 | -14% | . | 12% | -6% | -8% | 1% | 0.7 | 63 | -0.1% | -10%
CCOc1ccc(C(=O)NCc2ccco2)cc1 | -13% | i | 7% | 8% | -1% | 4% | 1.5 | 73 | -0.2% | 0%
COc1cccc(N2CN(CCc3ccccc3)CNC2=S)c1 | 8% | i | . | 7% | . | -8% | 0.6 | 54 | 0.6% | -6%
CC1(C)Cc2c(sc3[nH]c(=O)n(CC(=O)NCC4CCCO4)c(=O)c23)CO1 (stereo not drawn) | -8% | . | -2% | 3% | -2% | 8% | -0.1 | 47 | -0.2% | 8%
CCOC(=O)c1c(C=O)c(C)n(Cc2ccccc2)c1C | -8% | i | 9% | 24% | -15% | -1% | 2.5 | 79 | -0.1% | -6%
O=C(c1ccc(F)c(S(=O)(=O)N2CCOCC2)c1)N(c1ccccc1)c1ccccn1 | -7% | i | 5% | 8% | 3% | -2% | -1.3 | 55 | -0.2% | -5%
O=C1NCC(COc2ccc([N+](=O)[O-])cc2)O1 (stereo not drawn) | -6% | . | 6% | 5% | 1% | 9% | -1.1 | 91 | 0.0% | -8%
CN1CCN(c2ccccc2NC(=O)c2ccc(-c3cccc(Cl)c3)o2)CC1 | 18% | . | 5% | 7% | 1% | 4% | 4.8 | 49 | -0.1% | -7%
Cc1nnc(NC(=O)CN2CCN(Cc3ccccc3)CC2)s1 | 0% | . | 16% | 25% | . | 1% | 0.6 | 46 | -0.1% | 12%
CCOc1c(Br)cc(/C=C2\C(=O)N(CCC#N)N=C2C)cc1OC | -3% | i | 18% | 30% | >100µM* | 24% | -1.4 | 94 | 0.2% | 12%
CN(CCOc1ccccc1)C(=O)C1CCC(=O)N(CCc2ccc(Cl)cc2)C1 (stereo not drawn) | 8% | . | 3% | 5% | -5% | 0% | -1.3 | 59 | -0.1% | 4%
COc1ccccc1CC(=O)Nc1ccc(-c2nnc(-c3ccco3)o2)cc1 | 1% | i | 5% | 5% | -4% | 3% | -2.3 | 66 | 0.2% | -1%
CC(NC(=O)Cn1cnc([N+](=O)[O-])n1)c1ccccc1 (stereo not drawn) | 15% | i | 3% | 8% | -11% | 23% | 9.0 | 85 | 0.3% | 4%
Cn1c(SCc2ccccc2)nnc1-c1ccco1 | 20% | i | 1% | -2% | 2% | -2% | -0.5 | 89 | -0.4% | -14%
Cn1c(=O)oc2cc(S(=O)(=O)Nc3cccc(C(=O)O)c3)ccc21 | 3% | i | 6% | 5% | -1% | 3% | 0.9 | 86 | -0.1% | -1% | Dengue-2 NS5 capping pilot replicate=1.8
CCOc1ccccc1NC(=O)/C=C/c1ccccc1[N+](=O)[O-] | 4% | i | 2% | 5% | -4% | 10% | -0.5 | 55 | 0.8% | 9%

Next section, starting with the last 3 of the part before.
SMILES | GPR55 antagonists | Yfh1-depleted yeast | Rac1 GTP hydrolysis | SV40 large T antigen | Dengue-2 NS5 capping | AID2073 | NTR1 agonist | NTR1 agonist cell count 20 µM | GPR55 beta-arrestin | GPR35 arrestin U2OS | others
Cn1c(SCc2ccccc2)nnc1-c1ccco1 | 20% | i | 1% | -2% | 2% | -2% | -0.5 | 89 | -0.4% | -14%
Cn1c(=O)oc2cc(S(=O)(=O)Nc3cccc(C(=O)O)c3)ccc21 | 3% | i | 6% | 5% | -1% | 3% | 0.9 | 86 | -0.1% | -1% | Dengue-2 NS5 capping pilot replicate=1.8
CCOc1ccccc1NC(=O)/C=C/c1ccccc1[N+](=O)[O-] | 4% | i | 2% | 5% | -4% | 10% | -0.5 | 55 | 0.8% | 9%
O=C(NCc1ccccn1)c1cn(-c2ccccc2)nc1-c1ccc(Cl)cc1 | 3% | i | 2% | 4% | 1% | 9% | . | . | 0.2% | -7%
COc1ccc(-c2csc(-n3ncc(-c4cccs4)c3N)n2)cc1 | -3% | i | 4% | 1% | -6% | -6% | 2.3 | 73 | 0.2% | 1%
S=C(NCCc1ccccc1)Nc1ccccc1N1CCOCC1 | -1% | i | 6% | 7% | -13% | -3% | 1.4 | 30 | -0.1% | 5%
O=[N+]([O-])c1cc(Cl)ccc1N1CCCCC1 | -7% | i | 6% | 7% | -9% | -4% | 1.5 | 36 | 0.5% | 10%
Cc1ccc(N(C)C(=O)CCS(=O)(=O)c2cc3c(cc2Cl)NC(=O)CO3)cc1 | 7% | . | 0% | 7% | -3% | -4% | -1.5 | 58 | -0.1% | -7%
Cn1c(=O)c2c(ncn2CC(=O)Nc2ccccc2)n(C)c1=O | 2% | i | 5% | 8% | -1% | 4% | -0.9 | 18 | 0.0% | -5%
O=C1CC(NNc2ccccc2)C(=O)N1c1ccc(N2CCCCC2)cc1 (stereo not drawn) | -3% | i | 8% | 14% | -3% | 13% | . | . | -0.1% | 1%
CC(=O)OCC1OC(OCc2cn(C[C@H]3CC[C@@H]([C@@H]4CC[C@H](Cn5cc(COC6OC(COC(C)=O)C(OC(C)=O)C(OC(C)=O)C6OC(C)=O)nn5)O4)O3)nn2)C(OC(C)=O)C(OC(C)=O)C1OC(C)=O (stereo partly drawn) | 1% | . | -6% | 11% | 0% | 4% | -2.9 | 72 | -0.2% | 1%
Cc1[nH]nc(SCC(=O)N2CCCC2)c1[N+](=O)[O-] | -5% | i | 10% | 0% | 9% | 6% | 1.2 | 64 | -0.3% | 3%
O=C(CCc1ccccc1)NCc1ccccn1 | -5% | i | 5% | 8% | -3% | -6% | 0.4 | 61 | -0.2% | 4%
CCOc1ccccc1C(=O)Nc1nnc(Cc2ccc(OC)c(OC)c2)s1 | 4% | . | 4% | 9% | 9% | 14% | 3.5 | 60 | -0.2% | 1% | Dengue-2 NS5 capping pilot replicate=0.3
Cc1cc(C)c(C)c(S(=O)(=O)N2CCN(Cc3nc4ccccc4[nH]3)CC2)c1C | -19% | i | 4% | 27% | -5% | 0% | 19 | 61 | -0.1% | -2%
CCOC(=O)C1=NOC(Cn2cc(C(C)=O)c(=O)[nH]c2=O)C1 (stereo not drawn) | 3% | i | -11% | 3% | 0% | -9% | 1.6 | 88 | -0.3% | 20%
CCNCc1nc2cc(OC)c(OC)cc2c(=O)[nH]1 | -3% | i | -4% | 7% | -6% | -14% | 0.3 | 73 | 0.0% | -1%
O=C(Oc1ccc(Cl)c2cccnc12)c1cccc([N+](=O)[O-])c1 | -2% | i | 7% | 10% | -2% | 20% | 3.4 | 49 | 0.0% | 19%
Cc1noc(C(=O)NC2CCCCC2)c1Cl | -1% | i | 2% | 3% | -13% | -1% | 1.6 | 57 | -0.1% | -2%
Cc1cc(C)n2nc(CC(=O)NCc3ccccc3Cl)nc2n1 | 0% | i | 5% | -3% | -1% | -3% | -1.6 | 56 | -0.2% | 4%
COc1cc(NC(=O)CSc2nc3cc(C)ccc3cc2C)c(C(=O)O)cc1OC | 2% | i | 5% | 11% | 0% | -1% | -0.2 | 50 | 1.3% | -8%
CCn1cc([N+](=O)[O-])c(C(=O)N2N=C(c3ccc(Cl)c(Cl)c3)CC2c2ccccc2O)n1 (stereo not drawn) | -24% | i | 4% | 9% | -1% | -58% | 19 | 37 | 1.1% | -16%
NC1=NCC(O)=C1c1nc2ccccc2[nH]1 | 6% | i | -1% | 17% | -4% | 2% | 0.1 | 50 | -0.6% | 5%
Cn1c(COc2ccc(Cl)cc2)nnc1SCC(=O)Nc1ccc2c(c1)CCC2 | -3% | i | 10% | 5% | -10% | 14% | 1.1 | 69 | 0.3% | 6%
CCCN1CCN(S(=O)(=O)c2ccc3c(c2)CC(C)N3C(=O)C2CC2)CC1 (stereo not drawn) | 5% | . | 6% | 2% | -5% | -3% | 0.4 | 53 | -0.1% | -2%
CCC(=O)Nc1ccc(Cl)c(NC(=S)NC(=O)COc2ccccc2)c1 | 1% | i | 12% | 16% | -5% | 2% | 1.4 | 86 | -0.3% | -16%
CN(C)/C=C/c1onc(-c2ccccc2Cl)c1C#N | 16% | . | 9% | 11% | -31% | -16% | -1.0 | 73 | -0.1% | 2%
CCC(C)[C@H](NC(=O)NCc1ccccc1Cl)C(=O)OC (stereo partly drawn) | 6% | i | 6% | 4% | -5% | 10% | 0.1 | 70 | 0.3% | 11%
COC(=O)c1c(C)[nH]c(C(=O)OCC(=O)N(CC(C)C)c2c(N)n(Cc3ccccc3)c(=O)[nH]c2=O)c1C | . | . | 1% | 13% | -9% | . | 0.1 | 69 | . | .
CCCNC(=O)c1ccc(N2CCC3(CC2)CC(c2ccc(Cl)cc2)=NO3)c([N+](=O)[O-])c1 | 0% | . | 2% | 3% | -1% | 13% | 3.7 | 65 | -0.1% | 15%
CC(C)(CO)N=Cc1c(O)[nH]c2ccccc12 | 6% | i | 3% | 9% | 3% | 7% | 0.2 | 75 | 0.2% | 6%
COc1cccc(NC(=O)N2CCOCC2)c1 | -2% | i | 18% | 12% | . | 31% | 1.5 | 67 | 1.1% | 10%
COC(=O)N(C)CCCC1(C)C(=O)N(C)c2ccc(O)cc21 (stereo not drawn) | -2% | i | -7% | 14% | 8% | 2% | 0.3 | 94 | -0.1% | 8%
Cc1cccc(-c2nnn(CC/C(N)=N/O)n2)c1 | 2% | i | 5% | -2% | -1% | -3% | -1.1 | 114 | -0.2% | -10%
